# NOD2 inhibition – NOD2 signaling inhibitors, cell-based, luminescence, uHTS, HEK293 (AID 1566); hit rate 0.63% among 290,000; one-dose inhibition, % at 4 µM; EC50 in µM for titrated hits; HEK293 NOD2/NF-kB luciferase reporter, luminescence; higher % means a stronger effect; also: many of its hits are not listed in these tables
# KOR beta-arrestin-1 – KOR antagonists, beta-arrestin recruitment, cell-based, luminescence, uHTS (AID 1778); Kappa-type opioid receptor (Homo sapiens); KOR beta-arrestin recruitment, luminescence, antagonist mode; higher % means a stronger effect; one-dose inhibition, % at 10 µM; IC50 in µM for titrated hits; hit rate 0.091% among 290,000; also: strong numbers were not always called active
# HIV fusion peptide – inhibitors of HIV fusion peptide binding, primary screen, biochemical, uHTS, fluorescence dequenching (AID 1986) | inhibition, % at 20 µM, or IC50 in µM where a hit was titrated | cell-free peptide binding, fluorescence dequenching, 30 min; higher % means a stronger effect | hit rate 0.3% among 290,000; in the data active = inhibition mostly above about 52%, no sharp cut-off; inactive = mostly below about 76%; also: some results filed as inactive read as strong as hits
# GPR55 antagonists – GPR55 antagonists blocking LPI-driven arrestin recruitment, primary screen, imaging, U2OS, beta-arrestin-GFP, LPI agonist (AID 2013) | G-protein coupled receptor 55 (Homo sapiens) | U2OS GPR55 beta-arrestin-GFP translocation imaging, LPI antagonism; higher % means a stronger effect | inhibition, % at 10 µM; hits with a dose series show IC50 in µM | hit rate 0.13% among 290,000;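 active = spots per cell inhibited over 60%, with over 100 cells counted and total cytoplasm intensity under 500,000; inconclusive = wells with under 100 cells, flagged as likely toxic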;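 also: U2OS cells stably carrying GPR55 and arrestin-GFP stimulated by 5 µM LPI near EC80; imaged beta-arrestin-GFP aggregate spots per cell after agonist stimulation; plate controls were LPI-stimulated DMSO wells for no effect and DMSO wells without LPI for full effect; some results filed as inactive read as strong as hits; confirmed hits need IC50 under 10 µM and bright autofluorescent wells are also inconclusive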
# KOR beta-arrestin-2 – KOR agonists, beta-arrestin recruitment, primary screen, cell-based, luminescence, uHTS (AID 1777). KOR beta-arrestin recruitment, luminescence; higher % means a stronger effect. one-dose activation, % at 10 µM; EC50 in µM for titrated hits. hit rate 0.02% among 280,000; in the data active = activation above about 50%, passing the limit was not always enough; also: a part of the inactive calls stands beside numbers as strong as those of hits
# MgcRacGAP inhibition – MgcRacGAP GTPase-activating activity inhibitors, confirmation, biochemical, ADP Hunter fluorescence; MgcRacGAP-stimulated Rac1 GTP hydrolysis, ADP Hunter fluorescence; higher % means a stronger effect; GST-tagged Rac1 F28L mutant substrate; inhibition, % at 30 µM, or IC50 in µM where a hit was titrated; hit rate 0.6% among 340,000;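 active = first-screen hits whose inhibition reached a set limit at any dose in the follow-up dose series; inconclusive = inhibition above the set first-screen limit but never retested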;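 also: fluorescence reports GDP produced by GAP-driven GTP hydrolysis; strong numbers were not always called active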
# NOD1 NF-kB reporter – NOD1 signaling inhibitors, primary screen, cell-based, luminescence, uHTS (AID 1578) | NOD1-driven NF-kB luciferase reporter cells, luminescence; higher % means a stronger effect | inhibition, % at 4 µM, or EC50 in µM where a hit was titrated | hit rate 1% among 290,000; in the data active = inhibition mostly above about 36%, no sharp cut-off; inactive = mostly below about 34%;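 also: HEK-293T reporter cells stimulated with the NOD1 agonist gamma-tri-DAP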
# Large T inhibition – SV40 large T antigen inhibitors, biochemical (AID 1903) | SV40 large T antigen ATPase/helicase inhibition assay; higher % means a stronger effect | hit rate 0.39% among 310,000 | inhibition, % at 20 µM; hits with a dose series show IC50 in µM; in the data active = a potency from the dose series; inconclusive = inhibition mostly from about 32% at the one dose, without a potency; inactive = the rest, 99 in 100 with inhibition below about 32%; also: strong numbers were not always called active
# GPR55 activation – GPR55 agonists via beta-arrestin recruitment, primary screen, imaging, U2OS cells, beta-arrestin-GFP redistribution (AID 1961); G-protein coupled receptor 55 (Homo sapiens); U2OS GPR55 beta-arrestin-GFP redistribution imaging; higher % means a stronger effect; hit rate 0.048% among 290,000; activation, % at 10 µM; hits with a dose series show EC50 in µM;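 active = activation above 40% with more than 50 cells counted in the well; inconclusive = wells holding fewer than 50 cells, flagged as toxic or sparse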;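 also: U2OS osteosarcoma cells stably expressing GPR55 and beta-arrestin-GFP; plate controls were DMSO negative control for no effect and LPI positive control for full effect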
# * = called active by the depositor; ? = inconclusive; . = not tested or not shown; [ ] = dose if it differs, or a comment. Rule as the data show it, unless noted: active = inhibition above about 50%; inactive = the rest.
no.	SMILES	NOD2 inhibition	KOR beta-arrestin-1	HIV fusion peptide	GPR55 antagonists	KOR beta-arrestin-2	MgcRacGAP inhibition	NOD1 NF-kB reporter	Large T inhibition	GPR55 activation
1	NC(=S)NNC(=O)COc1ccccc1O	2%	39%	-2.2%	3%	-2.9%	13%	-2%	13%	-0.1%
2	O=C(CN1C(=O)c2ccccc2S1(=O)=O)NCCSCc1ccco1	17%	-17%	0.3%	-7%	7.3%	5%	3%	15%	-0.3%
3	CC(C)(Oc1cccc2ccccc12)C(=O)O	11%	-39%	0.0%	7%	8.4%	3%	8%	18%	-0.1%
4	CCS(=O)(=O)NCc1ccc2[nH]c3c(c2c1)CCCC3	11%	-55%	-1.7%	5%	6.9%	.	-1%	9%	-0.1%
5	CN(C)C(=O)c1ccc(NC(=O)c2cc(-n3cnnc3)ccc2Cl)cc1	3%	-27%	-0.2%	6%	18%	-3%	-1%	8%	0.1%
6	COc1ccc(CCNC2CC(=O)N(CCc3ccccc3)C2=O)cc1OC (configuration not stated)	1%	6%	-2.8%	2%	-6.8%	3%	-2%	.	0.2%
7	Cn1c(=O)c2c(nc(CN3CCN(CCO)CC3)n2Cc2ccccc2Cl)n(C)c1=O	-3%	-26%[20 µM]	0.2%	8%	-7.5%	3%	-1%	3%	0.0%
8	CCC(=O)N1CCN=C1SCc1ccc(F)cc1	-7%	-7%	16%	0%	-3.7%	4%	3%	1%	-0.2%
9	COc1ccc(C2C(C(=O)Nc3cccnc3)=C(C)Nc3nc(-c4cccs4)nn32)cc1 (configuration not stated)	-2%	40%	2.1%	-15%	-1.8%	4%	-34%	11%	0.2%
10	CC1=C(C(=O)Nc2cc(C)ccn2)C(c2cnn(C)c2)C2=C(CC(c3ccccc3)CC2=O)N1 (configuration not stated)	20%	38%	-2.1%	8%	2.0%	6%	-23%	1%	0.4%
11	O=C(Cc1c[nH]c2ccccc12)NC1(C(=O)NC2CCCCC2)CCCCC1	-24%	32%	-0.7%	13%	3.8%	4%	-30%	9%	-0.4%
12	CSc1nc(=S)c2[nH]c(=S)[nH]c2[nH]1	8%	23%	56%	4%	1.4%	33µM*	5%	25%	0.3%
13	Cc1ccc2ncc([N+](=O)[O-])n2c1	26%	-34%	0.7%	8%	1.8%	-1%	21%	23%	0.0%
14	CSC1=NCCN1C(=O)Cc1cccc2ccccc12	12%	2%	-1.5%	-3%	3.3%	4%	-10%	16%	-0.3%
15	O=C(CSc1nnc(-c2ccncc2)n1C1CCCCC1)Nc1ccccc1	-1%	8%	1.4%	14%	-1.6%	9%	-15%	9%	0.2%
16	Cc1ccccc1/C=N/Nc1nc2ccccc2[nH]1	-41%	-5%	-2.5%	-10%	-2.4%	18%	-41%	17%	-0.1%
17	Cc1cccc(C(=O)N/C(=C/c2ccco2)C(=O)N2CCCCCC2)c1	2%	16%	0.0%	9%	-2.2%	2%	-19%	11%	-0.2%
18	COc1cc(N/C(N)=N/c2nc(C)cc(C)n2)cc(OC)c1	12%	-52%[20 µM]	-0.4%	-6%	1.9%	-8%	9%	13%	-0.1%
19	Cc1ccc(NC(=O)CCC(=O)N/N=C/c2ccco2)c(C)c1	7%	-26%	23%	12%	4.0%	-14%	-21%	8%	-0.1%
20	COCCCNc1nc2c(c(=O)[nH]c(=O)n2C)n1CC(O)COc1ccccc1C (configuration not stated)	18%	22%	-1.3%	0%	-7.3%	7%	2%	2%	-0.1%
21	O=c1nc(SCc2cccc(C(F)(F)F)c2)nc2ccccn12	10%	4%	1.6%	0%	3.5%	5%	-18%	11%	-0.2%
22	CCc1ccc(-n2c(=S)sc3c(=O)n(-c4ccccc4C)c(SCC(=O)O)nc32)cc1	40%	-15%	4.8%	-4%	0.0%	-1%	5%	28%	-0.1%
23	CCOC(=O)N1CCC(NC(=O)CCC(=O)N2CCOc3ccc(Cl)cc32)CC1	12%	18%	-0.9%	-2%	-3.2%	7%	-1%	9%	-0.4%
24	O=C(COc1ccc(Cl)cc1Cl)N/N=C/c1ccc(OC2OC(CO)C(O)C(O)C2O)cc1 (configuration not stated)	11%	-5%	-1.0%	5%	0.2%	0%	-3%	12%	-0.3%

# Brought forward from above: 2 entries, followed by the next part.
no.	SMILES	NOD2 inhibition	KOR beta-arrestin-1	HIV fusion peptide	GPR55 antagonists	KOR beta-arrestin-2	MgcRacGAP inhibition	NOD1 NF-kB reporter	Large T inhibition	GPR55 activation
23	CCOC(=O)N1CCC(NC(=O)CCC(=O)N2CCOc3ccc(Cl)cc32)CC1	12%	18%	-0.9%	-2%	-3.2%	7%	-1%	9%	-0.4%
24	O=C(COc1ccc(Cl)cc1Cl)N/N=C/c1ccc(OC2OC(CO)C(O)C(O)C2O)cc1 (configuration not stated)	11%	-5%	-1.0%	5%	0.2%	0%	-3%	12%	-0.3%
25	COC(=O)C1=C(C)N(Cc2ccccc2)C(=S)N[C@H]1c1ccccc1	6%	-33%[20 µM]	-1.6%	10%	.	5%	-10%	15%	0.0%
26	Cc1ccccc1NC(=O)C1C2CCCC1C2c1ccccc1 (configuration not stated)	-14%	-53%	1.0%	.	8.1%	0%	38%	2%	0.0%
27	CCc1nc(Nc2ccc(OC)c(OC)c2)c2nnn(Cc3ccccc3Cl)c2n1	42%	-25%	0.7%	6%	8.4%	0%	59%*	8%	0.4%
28	COc1ccc(CC(C)CC(=O)Nc2ccc(OC)cc2)cc1 (configuration not stated)	11%	15%	0.5%	5%	-6.1%	5%	2%	23%	-0.1%
29	CC(C)(C(N)=O)N1CCN(c2ncc(C(F)(F)F)cc2Cl)CC1	9%	-3%	5.2%	-13%	2.6%	13%	10%	-4%	0.0%
30	CC1=C(C#N)C(=O)NC(C)(C)C1	8%	18%	-0.3%	5%	-0.9%	4%	-8%	4%	0.2%
31	O=C(Nn1cnnc1)c1cc(Br)ccc1Cl	11%	-32%[20 µM]	-0.3%	-4%	16%	3%	6%	8%	-0.4%
32	COc1ccc(C2=CC3=C(Br)C(=O)C(C)(OC(=O)c4ccco4)C(=O)C3=CO2)cc1 (configuration not stated)	13%	11%	50%	7%	1.5%	14%	2%	51%	-0.2%
33	COc1ccc(OC)c(NC(=O)Cn2c(CCC(=O)O)ccc2-c2ccc(C)cc2)c1	1%	-17%	2.4%	0%	-3.3%	-1%	-21%	11%	0.0%
34	O=C(O)CCC(=O)c1c[nH]c2ccccc12	9%	32%	-1.4%	-9%	-3.9%	10%	-1%	1%	-0.1%
35	Cc1ccc(S(=O)(=O)N2CCOCC2)cc1C(=O)Nc1ccccn1	2%	-1%	0.0%	8%	-6.3%	7%	-16%	21%	-0.1%
36	CCCCCCCCNC1=CC(=O)CC(C)(C)C1	-6%	3%	-1.6%	1%	2.9%	8%	-3%	4%	0.2%
37	NC(=O)CC1Nc2cccc3cccc(c23)NC1=O (configuration not stated)	3%	28%	57%*	1%	21%	?	0%	2%	-0.3%
38	O=C(O)[C@@H]1CCCN1C(=O)CCc1c[nH]c2ccccc12	11%	16%	-1.7%	6%	-3.6%	12%	7%	7%	0.0%
39	CCOC(=S)N/C(=N\S(=O)(=O)c1ccc(C)cc1)c1ccccc1	6%	-17%	1.8%	17%	-0.4%	7%	-9%	1%	-0.2%
40	CCn1c(SCc2ccccc2Cl)nc2ccccc21	-26%	9%	-2.5%	8%	-2.8%	5%	-12%	8%	0.0%
41	CN(Cc1cn(C)nc1-c1ccc(Oc2ccccc2)cc1)CC1COCCO1 (configuration not stated)	-14%	-31%	-1.0%	7%	2.1%	5%	-21%	0%	0.1%
42	c1ccc2[nH]c(CSc3nc4ccccc4o3)nc2c1	-13%	16%	-3.1%	-8%	-1.1%	7%	23%	-1%	-0.3%
43	COc1ccccc1NC(c1cccnc1)c1ccc2cccnc2c1O (configuration not stated)	-13%	-6%	-1.8%	1%	3.4%	16%	-20%	29%	-0.3%
44	CCN(CC)CCNC(=O)c1ccc(CS(=O)(=O)c2ccccc2C)o1	-1%	9%	-1.1%	2%	-4.0%	2%	-4%	16%	0.2%
45	O=C(COc1ccccc1)N1CCN=C1SCc1cccnc1	6%	-15%	-1.2%	-3%	1.0%	5%	-23%	0%	-0.2%
46	CCOC(=O)Cn1cc(C(=O)OC)c2ccccc21	1%	-4%	0.6%	-9%	6.7%	6%	6%	4%	-0.2%
47	CC1Cc2ccccc2N1CC(=O)NCc1ccccc1Cl (configuration not stated)	4%	16%	-0.3%	8%	3.7%	10%	-17%	10%	0.1%
48	O=C(Nc1ccccc1Cl)c1ccc(S(=O)(=O)NCC2CCCO2)cc1 (configuration not stated)	12%	-41%	0.4%	5%	0.6%	7%	-51%	19%	-0.4%
49	CCc1ccc2nc3nc(C)cc(C)c3c(N)c2c1	-19%	33%	-1.1%	38%	0.8%	20%	-14%	18%	0.3%
50	C=CCNC(=S)NNC(=O)c1ccc(OCC)cc1	9%	1%	-3.0%	3%	0.4%	5%	-2%	9%	0.0%
51	C[C@H]1CC[C@H]2C(=O)N[C@H](Cc3ccccc3)C(=O)N2[C@@H]1c1ccccc1	1%	9%	0.7%	7%	-2.2%	.	-40%	11%	-0.3%
52	Cc1cccc(Nc2c3c(nc4ncnn24)CCC3)c1	-6%	-33%[20 µM]	0.0%	1%	.	5%	-16%	16%	0.3%
53	CCOC(=O)c1sc(NC(=O)CSc2nccn2C)nc1C	-28%	15%	-2.0%	20%	3.2%	6%	-69%	17%	0.0%
54	COC(=O)c1ccc(NC(C)C(=O)OC)c([N+](=O)[O-])c1 (configuration not stated)	6%	-19%	1.4%	13%	0.0%	8%	-22%	7%	0.4%
55	CCCOc1ccc(CN(CCO)CCO)cc1C(=O)OC	20%	22%	-1.1%	2%	-3.5%	2%	-10%	14%	-0.2%
56	Cn1c(C(=O)N2CCC(C(=O)N3CCN(Cc4ccc5c(c4)OCO5)CC3)CC2)cc2sccc21	7%	-20%	0.3%	-7%	-1.7%	11%	-9%	4%	-0.3%
57	C=CCC(=O)NC1CC(C)(C)Cc2c1cnn2-c1ccc(C)cc1 (configuration not stated)	-18%	-42%[20 µM]	-1.0%	9%	-5.6%	7%	-4%	25%	0.0%
58	CCc1ccccc1S(=O)(=O)Cc1ccc(C(=O)NCc2cccs2)o1	7%	-23%	0.6%	3%	1.1%	2%	-42%	9%	-0.6%
59	COC(=O)C(NC(=O)c1ccccc1C(=O)O)c1ccc2ccccc2c1 (configuration not stated)	14%	4%	-1.3%	-5%	7.1%	-3%	-24%	4%	-0.2%
60	CC1(C)C2CCC1(C)C(OC(=O)C[n+]1ccccc1)C2 (configuration not stated)	10%	0%	-0.9%	10%	-0.2%	2%	0%	14%	0.4%

# Screening results: PubChem BioAssay, several laboratories

# A portion of the library, so the mix of outcomes need not match the whole.
